# Assay outcomes (PubChem BioAssay)
# influenza NS1A: H1N1 influenza NS1A inhibitors, functional cell based assay (AID 504329); NS1A functional cell-based assay, percent inhibition; higher % means a stronger effect; inhibition, % at 12.5 µM, or IC50 in µM where a hit was titrated; 340,000 tested, 0.3% active; in the data active means a potency from the dose series; inconclusive means inhibition above about 27% without an active follow-up result; further: strong numbers were not always called active
# inhibitors of VEEV: inhibitors of VEEV TC-83 cytopathic effect, confirmation, Vero cells (AID 588727). Vero cells, VEEV TC-83 cytopathic effect inhibition; higher % means a stronger effect. inhibition, % at 20 µM; hits with a dose series show IC50 in µM. 350,000 tested, 0.13% active; in the data active means a potency from the dose series; inconclusive means inhibition mostly from about 14% at the one dose, without a potency; inactive means the rest, 99 in 100 with inhibition below about 12%; further: strong numbers were not always called active
# tuberculosis growth: growth inhibition of non-replicating M. tuberculosis (AID 488890) | Mycobacterium tuberculosis non-replicating, growth inhibition; higher % means a stronger effect | inhibition, % at 25 µM; hits with a dose series show IC50 in µM | 320,000 tested, 0.39% active; in the data active means a potency from the dose series; inconclusive means inhibition mostly from about 82% at the one dose, without a potency; inactive means the rest, 99 in 100 with inhibition below about 76%;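 further: plate controls were DMSO cells for no effect and high antibiotic wells for full effect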
# PhoP GFP inhibition: PhoP regulon inhibitors, Salmonella typhi PhoP promoter GFP reporter, confirmatory (AID 1850); Salmonella Typhi PhoP-promoter GFP reporter, fluorescence, 4 h; higher % means a stronger effect; inhibition, % at 50 µM, or IC50 in µM where a hit was titrated; 310,000 tested, 0.33% active; in the data active means a potency from the dose series; inconclusive means inhibition mostly from about 25% at the one dose, without a potency; inactive means the rest, 99 in 100 with inhibition below about 19%;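 further: 0% = induced wells with vehicle and 100% = uninduced wells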
# M. tuberculosis HTS: M. tuberculosis growth inhibition, HTS (AID 449762). M. tuberculosis H37Rv growth inhibition, 7H9 media; higher % means a stronger effect. inhibition, % at 25 µM; hits with a dose series show IC50 in µM. 330,000 tested, 0.59% active; in the data active means a potency from the dose series; inconclusive means inhibition above about 70% without an active follow-up result;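 further: bacterial growth assessed after seven days of incubation; strong numbers were not always called active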
# inhibitors of VEEV 10K pilot screen: also measured in inhibitors of VEEV; calls as there; inhibition, %; measured here: 10K pilot screen inhibition
# Active calls of the source: *; i = inactive; u = inconclusive; x = not tested or not shown.
SMILES,influenza NS1A,inhibitors of VEEV,tuberculosis growth,PhoP GFP inhibition,M. tuberculosis HTS,others
COc1ccccc1N1CCN(C(CNS(=O)(=O)c2cccs2)c2cccnc2)CC1 (centres undefined),0.7%,i,40.9%,-3.8%,3.3%,
COc1ccc(C(=O)NCCCNC(=O)c2cc3ccccc3[nH]2)cc1OC,-9.6%,0.7%,-1.4%,-15.7%,0.8%,
C/C(Cc1ccccc1)=N\NC(=O)CNC(=O)c1ccc(Cl)cc1Cl,x,0.5%,-7.7%,5.4%,-3.3%,
Nc1nncn1C(=O)c1cccs1,14.4%,0.1%,4.0%,5.0%,-3.0%,
O=C(O)C[C@H]1c2cc(C(F)(F)F)ccc2S(=O)(=O)N1Cc1ccccc1,12.9%,i,-2.4%,-10.0%,-0.8%,
C=CCNc1oc(-c2ccc(-c3ccccc3)cc2)nc1C#N,u,0.6%,u,x,12.2µM*,
Cc1ccc(CNC(=O)CN2CCC(C(N)=O)CC2)cc1,-1.6%,0.9%,-5.9%,2.5%,-1.3%,
COc1ccc(/C=N/Nc2ccc(C(F)(F)F)cc2[N+](=O)[O-])cc1O,6.2%,0.5%,-6.8%,-6.3%,1.9%,
COC(=O)C1=C(C)N(C)C(=S)NC1c1c(OC)ccc2ccccc12 (centres undefined),-4.0%,1.1%,64.4%,5.3%,8.2%,
O=C(N/N=C/c1cccc2ccccc12)c1ccc(CN2CCOCC2)cc1,20.4%,0.3%,16.9%,11.8%,3.6%,
Nc1nnc(Cc2ccc(Cl)cc2Cl)s1,4.2%,5.0%,-6.4%,-0.5%,-3.1%,
CC(C)(C)NC(=S)Nc1ccc(Br)cc1,4.1%,i,15.5%,-7.7%,0.8%,inhibitors of VEEV 10K pilot screen=1.2
CCOc1ccc(-c2c(C(=O)N/N=C/c3ccncc3)nnn2-c2nonc2N)cc1,-4.7%,1.5%,8.6%,-19.8%,14.3%,
O=C1[C@H]2CCCC[C@H]2C(=O)N1CCCCN1CCN(c2nsc3ccccc23)CC1,1.6%,0.2%,14.1%,12.8%,6.2%,
COC(=O)CNC(=O)C(C)NC(=O)CNC(=O)OCc1ccccc1 (centres undefined),-8.1%,1.3%,-0.1%,-1.7%,-4.9%,
Cn1cnnc1SCCC(=O)Nc1ccc(Cl)cc1,-7.0%,i,2.9%,1.2%,-16.2%,
COc1ccc(CCNC(=O)CCCn2ncn3c(cc4occc43)c2=O)c(OC)c1,2.8%,2.0%,44.2%,2.4%,-0.5%,
COc1ccc(CNC(=O)C(C)N2C(=O)COc3ccc(C)cc32)c(OC)c1 (centres undefined),-4.8%,1.3%,1.2%,5.2%,-3.0%,
CC(C)C(NC(=O)c1ccc(Cl)cc1)C(=O)O (centres undefined),-1.8%,i,-11.8%,-6.9%,-8.7%,
COCCNC(=S)N1CCc2cc(OC)c(OC)cc2C1COc1ccc(F)cc1 (centres undefined),2.6%,8.5%,12.4%,-10.8%,1.4%,
COc1ccc(OC)c(-c2nc(C(=O)NCC3CCCO3)cc3c2[nH]c2ccccc23)c1 (centres undefined),0.3%,8.0%,53.9%,-3.9%,2.0%,
CCN(c1ccccc1)S(=O)(=O)c1ccc(Cl)c(C(=O)OCC(=O)c2[nH]c(C)c(C(C)=O)c2C)c1,2.4%,0.6%,9.4%,-3.1%,-2.1%,
O=C(NC1(O)C(=O)c2ccccc2C1=O)c1ccc(C(F)(F)F)cc1,x,i,-7.8%,15.6%,-16.8%,
CCOCCSc1nc2c(c(=O)[nH]c(=O)n2C)n1CCCc1ccccc1,-13.6%,i,-5.4%,-11.7%,-7.1%,
CCC(C)c1ccc(NC(=O)C2CCN(c3ncccn3)CC2)cc1 (centres undefined),5.4%,i,15.0%,-16.6%,24.6%,
O=C1CN(C(=O)c2ccc(Cl)c(S(=O)(=O)N3CCc4ccccc43)c2)c2ccccc2N1,12.7%,8.0%,31.3%,12.6%,-1.3%,
CCOC(=O)c1sc(=NC(=O)c2ccc(C)c(C)c2)n(C)c1C,-2.8%,1.6%,-9.6%,-1.0%,31.6%,
Cc1ccc(N/C=C/C(=O)c2cccs2)cc1C,x,10.9%,x,-4.8%,u,
CCOC(=O)CN1C(=O)S/C(=C/c2cccc([N+](=O)[O-])c2O)C1=O,18.4%,i,33.4%,5.8%,-0.9%,inhibitors of VEEV 10K pilot screen=1.6
CCCN(CCC)CCNC(=O)CN1C(=O)COc2ccc(S(=O)(=O)N3CCOCC3)cc21,12.3%,0.7%,-4.7%,0.8%,-11.6%,
Cc1ccc(-c2nc(C3CCCN(S(=O)(=O)c4ccc(C(F)(F)F)cc4)C3)no2)cc1 (centres undefined),10.7%,1.4%,4.8%,-4.0%,-3.6%,
CC(=O)Nc1ccc(NC(=O)CSc2nccn2Cc2ccc(Cl)cc2)cc1,-7.1%,5.6%,15.8%,-14.0%,-7.2%,
C/C(=N\NC(=O)c1cc2ccccc2cc1O)c1ccc(C)o1,-18.6%,0.8%,2.04µM*,7.7%,10.1µM*,
C/C(CC(=O)Nc1ccc(Cl)c(Cl)c1)=N\NC(N)=S,-4.6%,6.7%,u,-6.4%,u,
COc1ccc(OC)c(C(=O)NC(CC(N)=O)c2ccc(NCCN3CCOCC3)c([N+](=O)[O-])c2)c1 (centres undefined),-9.3%,0.5%,-1.3%,15.0%,3.5%,
Cc1nc2cc(NC(=O)NCCC3=CCCCC3)ccc2o1,2.6%,i,10.8%,12.5%,-9.9%,
O=C(OCc1cc(=O)n2cc(Br)ccc2n1)C1COc2ccccc2O1 (centres undefined),14.1%,0.1%,27.2%,-12.2%,6.9%,inhibitors of VEEV 10K pilot screen=0.0
CCN(Cc1nc2cc(OC)c(OC)cc2c(=O)[nH]1)C(=O)c1ccc(S(=O)(=O)N(C)C)cc1,8.1%,6.0%,35.1%,10.7%,-9.1%,
Cc1cccc(N2CCN(CCc3ccccc3)CC2)c1C,15.1%,i,x,1.4%,x,
CNC(=O)c1ccccc1S(=O)c1ccccc1C#N (centres undefined),-6.2%,i,-4.8%,-4.5%,4.5%,
COc1ccc(C(=O)NCc2ccc(-c3nc4ccccc4s3)cc2)cc1,-7.1%,0.8%,38.4%,-6.9%,u,
CCOc1cc(S(=O)(=O)N(CC)CC)ccc1Br,-29.9%,0.7%,16.9%,-7.9%,-3.3%,
Cc1onc(-c2ccccc2)c1C(=O)Nc1ccc(S(=O)(=O)N2CCCC2)cc1,9.2%,5.5%,27.2%,-2.1%,5.0%,
CCCOc1ccc(N2C(=O)CC(N(Cc3ccc(S(N)(=O)=O)cc3)C(=O)CC)C2=O)cc1 (centres undefined),10.2%,0.5%,-8.7%,-13.7%,-6.3%,
CCN(C(=O)CN1C(=O)NC2(CCc3ccccc32)C1=O)C1CCCCC1 (centres undefined),4.3%,1.6%,12.0%,1.6%,41.6%,

# Looked up one by one from the entries so far:
SMILES,influenza NS1A,inhibitors of VEEV,tuberculosis growth,PhoP GFP inhibition,M. tuberculosis HTS,others
CCCOc1ccc(N2C(=O)CC(N(Cc3ccc(S(N)(=O)=O)cc3)C(=O)CC)C2=O)cc1 (centres undefined),10.2%,0.5%,-8.7%,-13.7%,-6.3%,
Cc1ccc(-c2nc(C3CCCN(S(=O)(=O)c4ccc(C(F)(F)F)cc4)C3)no2)cc1 (centres undefined),10.7%,1.4%,4.8%,-4.0%,-3.6%,
CNC(=O)c1ccccc1S(=O)c1ccccc1C#N (centres undefined),-6.2%,i,-4.8%,-4.5%,4.5%,
CC(=O)Nc1ccc(NC(=O)CSc2nccn2Cc2ccc(Cl)cc2)cc1,-7.1%,5.6%,15.8%,-14.0%,-7.2%,

# Later entries.
SMILES,influenza NS1A,inhibitors of VEEV,tuberculosis growth,PhoP GFP inhibition,M. tuberculosis HTS,others
Nc1nc(CSc2ccc(Cl)cc2)nc(N2CCCCC2)n1,3.4%,2.6%,38.4%,-12.2%,5.5%,
CC(=O)c1ccc(NC(=O)CCn2c(=S)oc3ccccc32)cc1,-2.5%,1.3%,60.0%,2.7%,4.0%,
Cc1ccc(NC(=O)c2ccccc2OCC(=O)c2ccc(F)cc2)cc1,17.9%,0.5%,-9.7%,-8.3%,10.5%,
CCOC(=O)N1CCC(=NNC(=O)c2ccccc2F)CC1,-1.3%,0.6%,61.0%,0.5%,39.1%,
C[C@H](CO)N1C[C@H](C)[C@@H](CN(C)C(=O)Nc2ccc3c(c2)OCO3)Oc2ccc(NC(=O)C3CCCCC3)cc2C1=O,-3.4%,3.0%,10.9%,x,2.7%,
O=C1COc2ccc(C(=O)COC(=O)c3ccco3)cc2N1,-2.9%,1.7%,-3.1%,7.6%,5.5%,
Cc1ccc(Sc2ccc(C(=O)NC(C)C)cc2[N+](=O)[O-])cc1,3.2%,0.5%,-11.1%,2.1%,-5.4%,
COc1cc(NC(=O)Cn2ccsc2=N)cc(OC)c1,6.4%,0.1%,-0.2%,11.4%,-3.5%,
COc1ccc(CNC(=O)CN(Cc2ccccc2)C(=O)CCC(=O)Nc2ccccn2)cc1,4.6%,1.1%,3.2%,-0.2%,-1.3%,
O=C(c1nc2ccccn2c1CN1CCCC(OCc2ccccc2)C1)N1CCCC1 (centres undefined),-3.2%,i,-5.4%,0.9%,-6.5%,inhibitors of VEEV 10K pilot screen=0.2
OCC(O)C1OC(c2ccco2)OC(CO)C1O (centres undefined),-1.8%,i,x,x,x,
C/C(=C\c1ccccc1)C(=O)Nc1nc2ccc([N+](=O)[O-])cc2s1,-0.3%,1.9%,6.3%,5.4%,1.1%,
O=C(Nc1nc(-c2ccc(F)c(F)c2)cs1)c1cc([N+](=O)[O-])ccc1N1CCOCC1,1.8%,0.5%,-4.6%,-6.0%,21.5%,
COC(=O)c1c(N)nc(C)n1-c1ccc(OC)cc1,6.6%,2.5%,-5.6%,1.2%,3.2%,
NCc1cccc(CNc2ccc([N+](=O)[O-])cc2C(N)=O)c1,18.2%,0.2%,20.9%,-0.8%,3.3%,

# An excerpt taken from the entries so far, as a working copy:
SMILES,influenza NS1A,inhibitors of VEEV,tuberculosis growth,PhoP GFP inhibition,M. tuberculosis HTS,others
COc1ccccc1N1CCN(C(CNS(=O)(=O)c2cccs2)c2cccnc2)CC1 (centres undefined),0.7%,i,40.9%,-3.8%,3.3%,
COc1ccc(C(=O)NCCCNC(=O)c2cc3ccccc3[nH]2)cc1OC,-9.6%,0.7%,-1.4%,-15.7%,0.8%,

# (list continues)
SMILES,influenza NS1A,inhibitors of VEEV,tuberculosis growth,PhoP GFP inhibition,M. tuberculosis HTS,others
O=C1CS/C(=N\c2ccccn2)N1C1CCCCC1,-11.0%,0.6%,5.2%,17.8%,6.6%,
O=C(c1ccc2c(=O)n(Cc3ccc(Cl)cc3)c(=S)[nH]c2c1)N1CCCC1,-7.2%,3.4%,23.7%,-0.3%,11.5%,
O=S(=O)(Nc1ccc(Br)cc1)N1CCOCC1,-4.4%,0.8%,-10.7%,-7.4%,-10.8%,
O=C(CN(Cc1ccco1)C(=O)CNS(=O)(=O)c1ccc(F)cc1)NCc1ccccc1,-2.7%,0.7%,-14.6%,0.3%,1.8%,
CCN(CC)c1ccc(NC(=O)CN2CCN(c3nc(C)cc(C)n3)CC2)cc1,12.1%,2.1%,33.9%,2.7%,5.3%,
Fc1ccc(/C=N/Nc2nnnn2-c2ccccc2)cc1,-0.3%,1.2%,32.6%,-1.5%,4.4%,
COc1ccc(CC(=O)NC(C)c2ccc3ccccc3c2)cc1 (centres undefined),-5.0%,0.0%,22.8%,-4.3%,3.6%,
Cc1cc(C)cc(-n2nnnc2-c2cn(C)nc2C(F)(F)F)c1,2.3%,1.1%,7.7%,10.3%,-2.9%,inhibitors of VEEV 10K pilot screen=1.7
C=CCN1C(=O)C2C(C(=O)NCc3ccccc3)C3(C)C=CC2(O3)C1C(=O)NC(C)(C)C (centres undefined),-15.0%,0.7%,-4.9%,-11.6%,x,
Cc1noc(C)c1CSCC(=O)N(C)CC(=O)Nc1ccccc1Br,-2.1%,2.1%,-2.5%,1.8%,-1.4%,
COc1ccc(C(=O)Nn2cnnc2)cc1,3.5%,i,-4.7%,5.6%,-10.5%,
CCn1c(SCCC(C)C)nnc1-c1c[nH]c2ccccc12,33.2%,1.3%,56.4%,10.7%,7.2%,
COc1ccc(OCCCC(=O)ON=C(N)c2ccccc2Cl)cc1,-5.1%,2.4%,57.9%,x,3.8%,
COc1ccc2[nH]c3c(c2c1)[C@@H]1CCN2C(=O)CCC[C@H](C3)[C@H]12,12.3%,1.4%,-9.1%,-7.5%,0.6%,
COc1ccc(NC(=O)C2CCN(S(=O)(=O)c3ccc(C)cc3)CC2)cc1OC,-3.5%,1.6%,-13.4%,8.5%,6.0%,
O=C1CC(NCCN2CCOCC2)C(=O)N1Cc1ccc(N2CCCC2=O)cc1 (centres undefined),0.7%,1.2%,1.4%,-9.6%,0.0%,
CCOC(=O)C=C(C(=O)OCC)C(=O)OCC,-2.1%,1.4%,x,x,x,
